Screens: PubChem, National Center for Advancing Translational Sciences (NCATS)
Abeta rescue: restores growth of yeast expressing A-beta42 peptide. AID 1347071. 410,000 compounds, 0.063% hits. yeast expressing A-beta42, growth rescue, OD600, 48 h; response scale: 0% DMSO, 100% iron-clioquinol control. Potency, µM (top dose mostly 46.1 µM), without a hit: at the highest dose growth rescue, hits mostly activators; also: potency is read from the fitted curve at half-maximal effect; nearly all actives have a fitted effect of over 55% in size
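Yeast A-beta toxicity model in growth medium with pinned compounds, 48 h at 30 C; growth read as absorbance at 600 nm. Normalized to FeCl3/clioquinol equimolar mix (positive) and DMSO (negative).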
Nrf2 activator: activators of Nrf2 (ARE) signaling | Potency, µM (series often up to 46.1 µM), inactives show at the highest dose activation, usual class: activators | 410,000 compounds, 0.31% hits | AREc32 ARE-luciferase reporter (MCF7-derived line), luminescence, 24 h | AID 624171; also: potency is read from the fitted curve at half-maximal effect; % of control where 0% means no effect; nearly all actives have a fitted effect of over 65% in size
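Cells of the AREc32 ARE-luciferase line are plated in OPTI-MEM containing 5% FBS and left overnight at 37 deg C. Compounds are pinned in, incubation continues 24 hr, and firefly luciferase signal is then measured.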
TGFb inhibitor: TGF-b pathway inhibition; HepG2 CAGA-GFP TGF-b/SMAD3 reporter, GFP fluorescence, 18 h; TGF-beta stimulated, 500 pg/mL final; 410,000 compounds, 1.2% hits; Potency, µM (top dose mostly 46.1 µM), for inactives: top-dose activity, negative = inhibition, most hits filed as inhibitors; also: potency is read from the fitted curve at half-maximal effect; % is scaled to controls: 0 for no effect and ±100 for the full control effect; nearly all actives have a fitted effect of over 65% in size
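HEPG2 CAGA-GFP, 1000 cells/well; 2 h settle, 37 C; cpd via pin tool; TGF-b 500 pg/mL final; 18 h, 37 C; GFP imaging ex488/em500-530; %Activity normalised to -TGF-b and +DMSO controls; CRC fit, curve class.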
pAkt inh: blocks phosphorylation of Akt; AID 651550; 360,000 compounds, 0.32% hits; activity change, % for hits at 50 µM; Neuro2A IGF-stimulated pAkt S473 HTRF, 20 min; hits give low values; in the data active = activity change below about -80%; inconclusive = mostly about -51% to -80%; also: % is scaled to controls: 0 for no effect and ±100 for the full control effect
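Neuro2A cells in DMEM with 0.5% FBS, overnight at 37 deg C, given compound at single 50 µM final, then IGF (6 nM final) for 20 min at 37 deg C. Lysed; phospho-Akt Ser473 by HTRF after 24 h, 665/615 ratio.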
Mm-Cpn inhibitor: M. maripaludis TRiC chaperonin inhibition | purified Mm-Cpn ATPase, ADP Transcreener TR-FRET | Potency, µM (series often up to 76.9 µM), for the others: at the highest dose activity, negative = inhibition, actives largely listed as inhibitors | 330,000 compounds, 0.031% hits | AID 504842; also: potency is read from the fitted curve at half-maximal effect; % is scaled to controls: 0 for no effect and ±100 for the full control effect; nearly all actives have a fitted effect of over 80% in size
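Eu-cryptate anti-ADP/ADP-d2 competition gives a ratio inversely related to ADP. Enzyme at 25 nM was pre-exposed to compound for 10 min, then given 10 uM ATP for 30 min, 37°C throughout.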
A549 viability: kills or reduces viability of A549 cells in Nrf2 counter-screen | A549 ARE-Fluc cells, CellTiter-Fluor viability, 18-24 h | Potency, µM (titrated, usually from 46 µM), inactives show top-dose activity change, negative = cytotoxicity, most hits filed as inhibitors | 390,000 compounds, 0.16% hits; also: potency is read from the fitted curve at half-maximal effect; % is scaled to controls: 0 for no effect and ±100 for the full control effect
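A549 ARE_Fluc cells in 5% FBS OPTI-MEM were exposed to compounds in concentration-response for 18-24 h at 37 deg C. Viability was read by CellTiter-Fluor fluorescence (Ex 405/Em 525) after 30 min, before the luciferase read.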
Nrf2 block: inhibitors of Nrf2 signaling | A549 ARE-Fluc reporter, luciferase luminescence, 18-24 h | Potency, µM (highest dose often 46 µM), without a hit: at the highest dose activity change, negative = inhibition, usual class: inhibitors | 360,000 compounds, 2.1% hits | AID 504444; also: potency is read from the fitted curve at half-maximal effect; % is scaled to controls: 0 for no effect and ±100 for the full control effect; nearly all actives have a fitted effect of over 60% in size
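Two sequential reads on A549 ARE_Fluc cells exposed to compound for 18-24 h: a CellTiter-Fluor fluorescence read for viability, then a luciferase luminescence read for Nrf2/ARE activity.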
HepG2 tox: kills HepG2 cells in TGF-b inhibitor counter-screen. HepG2 CAGA-GFP viability, ATP luminescence, 18 h. Potency, µM (highest dose often 46.1 µM), inactives show at the top dose activity change, negative = cytotoxicity, actives largely listed as cytotoxic. 410,000 compounds, 0.76% hits; also: potency is read from the fitted curve at half-maximal effect; some results filed as inactive show a strong effect at the top dose
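HepG2 CAGA-GFP cells (1000/well, DMEM with 1% FBS) received compound, then TGF-beta at 500 pg/mL final, and were incubated 18 hours at 37 degrees C. Viability was read by CellTiter-Glo luminescence. Media-only wells were set as complete cell-killing and DMSO as no toxicity.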
CCT modulator: changes cytosolic chaperonin activity | activity change, % (test concentration not listed), hits read low | 360,000 compounds, 0.3% hits | purified chaperonin ATPase assay, HTRF ADP detection, 30 min; in the data active = activity change below about -30%; also: % is scaled to controls: 0 for no effect and ±100 for the full control effect
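First, chaperonin was dispensed at 40 nM or 20 nM final depending on batch activity. Next, compounds were pinned at 76 uM and ATP added at 10 uM. After 30 min at 37 °C, ADP detection reagents ran 30 min at ambient temperature.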
* marks the source's active call; other numbers are inactive results. Unless noted, calls follow the shape of the dose curve; as a rule, active = well fitted curve in the direction sought with a large enough effect; inconclusive = small, poorly fitted or top-dose-only effect, or another doubt; inactive = no such curve, though single readings can be large; an effect the other way counts as inactive or inconclusive.

What do the screens show for `O=C(C=Cc1cccs1)c1cccs1`?
Abeta rescue: -7%; Nrf2 activator: 22µM*; TGFb inhibitor: -26%; pAkt inh: inactive; A549 viability: 0%; Nrf2 block: 1%; HepG2 tox: -18%; CCT modulator: -2.7

What do the screens show for `COc1ccc(NC(=S)N2CCN(Cc3ccco3)CC2)c(OC)c1`?
Abeta rescue: -11%; Nrf2 activator: -0.7%; TGFb inhibitor: inconclusive; pAkt inh: inactive; Mm-Cpn inhibitor: 1%; A549 viability: 5%; Nrf2 block: 12%; HepG2 tox: -9%; CCT modulator: -0.5

Results for CC(=O)c1c(C)[nH]c(C(=O)CSc2nnc(-c3ccco3)n2Cc2ccccc2)c1C ?
Abeta rescue: 27%; Nrf2 activator: 2.4%; TGFb inhibitor: 1%; pAkt inh: inactive; Mm-Cpn inhibitor: -1%; A549 viability: -11%; Nrf2 block: -26%; HepG2 tox: -17%; CCT modulator: 1.3

Results for COC(=O)C(C#N)c1nc2ccccc2nc1N1CCCC1 (stereo not drawn) ?
Abeta rescue: -18%; Nrf2 activator: 1.8%; TGFb inhibitor: -5%; pAkt inh: inactive; Mm-Cpn inhibitor: -2%; A549 viability: -15%; HepG2 tox: -31%; CCT modulator: -1.4

Results for O=C(Nc1nnc(Cc2ccccc2)s1)C1CCN(C(=O)c2ccco2)CC1 ?
Abeta rescue: 7%; Nrf2 activator: -0.3%; TGFb inhibitor: -11%; pAkt inh: inactive; Mm-Cpn inhibitor: -3%; A549 viability: -1%; Nrf2 block: -8%; HepG2 tox: -1%; CCT modulator: -0.2

Results for CCOC(=O)C1(CC2CCCCO2)CCN(Cc2ccccc2-c2ccco2)CC1 (stereo not drawn) ?
Abeta rescue: 17%; Nrf2 activator: 8.9%; TGFb inhibitor: inconclusive; pAkt inh: inactive; Mm-Cpn inhibitor: -1%; A549 viability: inconclusive; Nrf2 block: 4%; HepG2 tox: -30%; CCT modulator: 1.3

What do the screens show for `COc1cccc(N2CCN(c3nc(C)c(C)c(=O)[nH]3)CC2)c1`?
Abeta rescue: 15%; Nrf2 activator: -0.6%; TGFb inhibitor: 8%; pAkt inh: inactive; Mm-Cpn inhibitor: 1%; A549 viability: -13%; Nrf2 block: inconclusive; HepG2 tox: 9%; CCT modulator: 0.8

Results for CC(C(=O)O)N1C(=O)/C(=C/c2cccn2C)SC1=S (stereo not drawn) ?
Abeta rescue: -2%; Nrf2 activator: -0.2%; TGFb inhibitor: -28%; pAkt inh: inactive; Mm-Cpn inhibitor: -2%; A549 viability: -17%; Nrf2 block: 10%; HepG2 tox: 5%; CCT modulator: -1.2

What do the screens show for `COc1cc(N=C2C(=O)N3CCCc4cccc2c43)cc(OC)c1`?
Abeta rescue: -3%; Nrf2 activator: 3.1%; TGFb inhibitor: -11%; pAkt inh: inactive; Mm-Cpn inhibitor: 0%; A549 viability: -2%; Nrf2 block: -11%; HepG2 tox: 35%; CCT modulator: -1.0

How did CN1CCN(Cc2nc3c([nH]2)c(=O)[nH]c(=O)n3C)CC1 do in these assays?
Abeta rescue: -5%; Nrf2 activator: 0.1%; TGFb inhibitor: 13%; pAkt inh: inactive; Mm-Cpn inhibitor: -1%; A549 viability: -2%; Nrf2 block: 21%; HepG2 tox: -11%; CCT modulator: -1.6

What do the screens show for `O=C(O)CC1S/C(=N\N=C/c2ccccc2O)N(c2ccc(O)cc2)C1=O` (stereo not drawn)?
Abeta rescue: 4%; Nrf2 activator: -0.2%; TGFb inhibitor: -7%; pAkt inh: inactive; Mm-Cpn inhibitor: -1%; A549 viability: 8%; Nrf2 block: 23%; HepG2 tox: -17%; CCT modulator: -0.6

What do the screens show for `Cc1cccc(Nc2nc(-c3c(C)nc4ccccn34)cs2)c1`?
Abeta rescue: -12%; Nrf2 activator: 6.7%; TGFb inhibitor: inconclusive; pAkt inh: inactive; Mm-Cpn inhibitor: inconclusive; A549 viability: -24%; Nrf2 block: 9.2µM*; HepG2 tox: -43%; CCT modulator: -1.8

How did COc1cc(C(=O)N2CCN(C(=O)c3cccc4ccccc34)CC2)cc(OC)c1OC do in these assays?
Abeta rescue: 4%; Nrf2 activator: 0.6%; TGFb inhibitor: 0%; pAkt inh: inactive; Mm-Cpn inhibitor: -1%; A549 viability: 2%; Nrf2 block: -15%; HepG2 tox: 28%; CCT modulator: -4.4

Results for CCC1=NN2C(=N)/C(=C\c3cccn3-c3ccc(C)c(C)c3)C(=O)N=C2S1 ?
Abeta rescue: 2%; Nrf2 activator: 0.0%; TGFb inhibitor: -23%; pAkt inh: inactive; Mm-Cpn inhibitor: -1%; A549 viability: -22%; Nrf2 block: 27%; HepG2 tox: -23%; CCT modulator: -4.6

Results for COc1ccc(Cl)cc1C(=O)NCC(c1ccco1)N1CCCC1 (stereo not drawn) ?
Abeta rescue: -1%; Nrf2 activator: 2.4%; TGFb inhibitor: inconclusive; pAkt inh: inactive; Mm-Cpn inhibitor: -2%; A549 viability: 1%; Nrf2 block: 2%; HepG2 tox: 4%; CCT modulator: -2.3

What do the screens show for `CNC(=O)C(=O)NCCN1CCN(S(=O)(=O)c2ccc3ccccc3c2)CC1`?
Abeta rescue: 4%; Nrf2 activator: 0.4%; TGFb inhibitor: 0%; pAkt inh: inactive; Mm-Cpn inhibitor: -2%; A549 viability: 1%; Nrf2 block: 0%; HepG2 tox: 5%; CCT modulator: 0.1

Results for Cc1cc(NS(=O)(=O)c2ccc(Nc3nc(-c4ccc(C)c(C)c4)cs3)cc2)no1 ?
Abeta rescue: -8%; Nrf2 activator: 0.3%; TGFb inhibitor: inconclusive; pAkt inh: inactive; Mm-Cpn inhibitor: -1%; A549 viability: -3%; Nrf2 block: inconclusive; HepG2 tox: -6%; CCT modulator: -0.4

Results for O=C(O)c1cccc(-n2sc3ccccc3c2=O)c1 ?
Abeta rescue: -4%; Nrf2 activator: 18%; TGFb inhibitor: inconclusive; pAkt inh: inactive; Mm-Cpn inhibitor: -3%; A549 viability: -2%; Nrf2 block: 3%; HepG2 tox: -38%; CCT modulator: -0.8

What do the screens show for `C=CCn1cc(C(=O)NCCCOC)c(=O)c2cc(S(=O)(=O)N(CC)CC)ccc21`?
Abeta rescue: -1%; Nrf2 activator: -0.6%; TGFb inhibitor: 1%; pAkt inh: inactive; Mm-Cpn inhibitor: inconclusive; Nrf2 block: -15%; HepG2 tox: -1%; CCT modulator: -8.6

What do the screens show for `C=CCn1c(=S)[nH]c2ccc(Br)cc2c1=O`?
Abeta rescue: 7%; Nrf2 activator: 0.5%; TGFb inhibitor: -30%; pAkt inh: inactive; Mm-Cpn inhibitor: -3%; A549 viability: -9%; Nrf2 block: -13%; HepG2 tox: -28%; CCT modulator: 0.1

What do the screens show for `N#Cc1ccc(OCC(=O)OCC(=O)NCCC2=CCCCC2)cc1`?
Abeta rescue: 15%; Nrf2 activator: -1.1%; TGFb inhibitor: 1%; pAkt inh: inactive; Mm-Cpn inhibitor: 1%; A549 viability: -3%; Nrf2 block: 20%; HepG2 tox: 1%; CCT modulator: -1.2

What do the screens show for `CC1(c2ccc([N+](=O)[O-])cc2)NC(=O)NC1=O` (stereo not drawn)?
Abeta rescue: -2%; Nrf2 activator: 0.1%; TGFb inhibitor: 0%; pAkt inh: inactive; Mm-Cpn inhibitor: 0%; A549 viability: 10%; Nrf2 block: -2%; HepG2 tox: -13%; CCT modulator: 1.0

What do the screens show for `Cc1ccc(Cl)c(OCC(=O)NC2CCN(Cc3ccccc3)CC2)c1`?
Abeta rescue: -8%; Nrf2 activator: 0.6%; TGFb inhibitor: 19%; pAkt inh: inactive; Mm-Cpn inhibitor: 0%; A549 viability: -5%; Nrf2 block: -12%; HepG2 tox: 6%; CCT modulator: 1.0

How did Cc1ccc([C@H]2C[C@@H](O)[C@H](n3cc(COC(=O)c4ccccc4)nn3)CN2Cc2cccs2)cc1 do in these assays?
Abeta rescue: -16%; Nrf2 activator: -0.2%; TGFb inhibitor: -11%; pAkt inh: inactive; HepG2 tox: -9%; CCT modulator: 2.6

How did COc1ccccc1OCCOCCOc1c(C)cc(C)cc1Br do in these assays?
Abeta rescue: 26%; Nrf2 activator: 1.5%; TGFb inhibitor: -29%; pAkt inh: inactive; Mm-Cpn inhibitor: 1%; A549 viability: inconclusive; Nrf2 block: 14%; HepG2 tox: -18%; CCT modulator: 0.7

How did CC(=O)N1CCN(C(=O)c2ccc3c(c2)OCO3)CC1 do in these assays?
Abeta rescue: -1%; Nrf2 activator: -0.5%; TGFb inhibitor: 7%; pAkt inh: inactive; Mm-Cpn inhibitor: 0%; A549 viability: 7%; Nrf2 block: inconclusive; HepG2 tox: 11%; CCT modulator: 0.8

For reference, some entries already given.
What do the screens show for `N#Cc1ccc(OCC(=O)OCC(=O)NCCC2=CCCCC2)cc1`?
Abeta rescue: 15%; Nrf2 activator: -1.1%; TGFb inhibitor: 1%; pAkt inh: inactive; Mm-Cpn inhibitor: 1%; A549 viability: -3%; Nrf2 block: 20%; HepG2 tox: 1%; CCT modulator: -1.2

What do the screens show for `CC1(c2ccc([N+](=O)[O-])cc2)NC(=O)NC1=O` (stereo not drawn)?
Abeta rescue: -2%; Nrf2 activator: 0.1%; TGFb inhibitor: 0%; pAkt inh: inactive; Mm-Cpn inhibitor: 0%; A549 viability: 10%; Nrf2 block: -2%; HepG2 tox: -13%; CCT modulator: 1.0
